SUMO HTRF inh: inhibitors of in vitro SUMOylation cascade, primary screen, biochemical, HTRF, uHTS | SUMO-conjugating enzyme UBC9 (Homo sapiens), P63279 | HTRF SUMOylation assay, SAE1/SAE2 + UBC9 | 290,000 compounds, 0.36% hits | inhibition, % at 35 µM; in the data active means inhibition above about 50%, passing the limit was not always enough; further: strong numbers were not always called active
Target sequence (P63279 whole entry, looked up): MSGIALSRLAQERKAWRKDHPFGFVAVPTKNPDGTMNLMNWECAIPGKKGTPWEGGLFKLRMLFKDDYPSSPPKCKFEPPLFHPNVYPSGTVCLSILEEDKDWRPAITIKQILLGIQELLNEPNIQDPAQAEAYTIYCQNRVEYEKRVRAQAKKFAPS
MEKK3 PB1 HTS: modulators of MEKK3-MEK5 PB1 binding, primary screen, biochemical, wildtype MEKK3, multiplex bead flow cytometry, Alexa488-MEK5. Mitogen-activated protein kinase kinase kinase 3 (Homo sapiens), Q99759. bead-based flow cytometry, Alexa488-MEK5 binding to MEKK3; actives lie on both sides; 0 = blocked by unlabeled MEK5, 100 = vehicle. binding response (% of control), % at 10 µM. 290,000 compounds, 1.4% hits. AID 1529, 2009;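 active means binding response more than 3 SD above or below the average of its plate-row segment, actives on both sides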;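 further: Alexa488 bead fluorescence after subtracting the streptavidin-only scavenger bead signal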
Target sequence (Q99759 whole entry, looked up): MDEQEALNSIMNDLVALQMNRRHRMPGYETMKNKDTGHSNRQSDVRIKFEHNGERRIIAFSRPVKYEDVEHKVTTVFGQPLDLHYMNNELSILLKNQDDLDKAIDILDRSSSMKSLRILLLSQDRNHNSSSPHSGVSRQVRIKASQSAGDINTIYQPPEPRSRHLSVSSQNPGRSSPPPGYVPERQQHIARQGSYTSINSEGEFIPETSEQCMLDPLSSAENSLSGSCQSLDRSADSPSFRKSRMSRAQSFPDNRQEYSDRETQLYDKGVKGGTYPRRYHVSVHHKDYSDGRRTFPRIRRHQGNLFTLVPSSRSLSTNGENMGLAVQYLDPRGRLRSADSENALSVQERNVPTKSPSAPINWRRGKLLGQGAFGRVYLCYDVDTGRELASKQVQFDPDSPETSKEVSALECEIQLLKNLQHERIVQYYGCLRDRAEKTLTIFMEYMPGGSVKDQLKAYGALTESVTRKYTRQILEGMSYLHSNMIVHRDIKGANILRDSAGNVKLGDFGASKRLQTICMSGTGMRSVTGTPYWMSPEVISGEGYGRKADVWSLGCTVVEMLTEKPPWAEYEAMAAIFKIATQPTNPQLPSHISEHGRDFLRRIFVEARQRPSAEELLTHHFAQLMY
IDE cell inh: human IDE inhibitors in live cells, primary screen, fluorescence polarization, HEK cells, FAbetaB substrate | FAbetaB cleavage | inhibition, % at 5.59 µM | 320,000 compounds, 0.41% hits | AID 434962, 2010;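 active means percent inhibition above the average of all tested compounds plus 3 SD, set per screening campaign, cut at about 16% in these data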;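 further: IDE supplied by intact live HEK cells; FP after avidin binding of uncleaved biotin substrate so inhibition keeps polarization high; 0% = DMSO wells and 100% = 60 µM reference IDE inhibitor Ii1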
M18AAP inhibitor: PfM18AAP inhibitors, malaria aminopeptidase, primary screen, biochemical, QFRET, recombinant enzyme; M18 aspartyl aminopeptidase (Plasmodium falciparum 3D7); H-Glu-NHMec fluorogenic cleavage; inhibition, % at 7.35 µM; 290,000 compounds, 1.2% hits; AID 1822, 2009;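 active means inhibition above the campaign mean inhibition over all tested compounds plus 3 SD, cut at about 28% in these data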;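 further: 0% = plate median of test compound wells and 100% = 2 mM ZnCl2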
MEKK2mut PB1 HTS: MEK5 binding signal on mutant MEKK2 PB1, primary screen, biochemical, multiplex bead flow cytometry, Alexa488-MEK5 | Alexa488-MEK5 binding to MEKK2 mutant | 290,000 compounds, 0.35% hits | percent response, % at 10 µM; in the data active means percent response above about 24%, passing the limit was not always enough; further: inactives centre near 1; some results filed as inactive read as strong as hits; reference of the scale not given here
MEKK2 WT-MEK5: modulators of MEK5 binding to wildtype MEKK2, primary screen, biochemical, multiplex bead flow cytometry, Alexa488-MEK5 | 290,000 compounds, 1.1% hits | Alexa488-MEK5 binding to MEKK2 WT; actives lie on both sides | AID 1531, 2009 | binding response (% of control), % at 10 µM; in the data active means binding response below about 67% or above about 130%
p-CIP stab down: p/CIP-EGFP fusion destabilizers, primary screen, fluorescence, F442A cells. Q05BA5. 16 h. decrease of EGFP signal, % at 10 µM. 290,000 compounds, 0.01% hits;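 active means EGFP signal decrease of at least 30% at 10 µM or well 3 SD below plate mean, unless failing retest; inactive means the rest, including hits failing retest or dose response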; further: some compounds called inactive have numbers as strong as hits; many of its hits are not listed in these tables
NALP1 inh: NALP1 inflammasome inhibitors in reconstituted yeast, colorimetric, S. cerevisiae, triplicate retest; 280,000 compounds, 0.61% hits; S. cerevisiae NALP1/ASC/caspase-1 growth, X-gal OD620, 72 h; AID 2071, 2009; inhibition, % at 10 µM; in the data active means inhibition mostly above about 24%, no sharp cut-off; inactive means mostly below about 32%; further: some compounds called inactive have numbers as strong as hits
IDE cell activ: human IDE activators in live cells, primary screen, fluorescence polarization, HEK cells, FAbeta-B substrate; FAbeta-B cleavage; 0% vehicle, 100% cell-free pure enzyme wells; 340,000 compounds, 0.073% hits; activation, % at 5.96 µM; Insulin-degrading enzyme (Homo sapiens), P14735;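 active means activation above the mean of all tested compounds plus 3 SD, set per screening campaign, cut at about 17% in these data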
* hit, by the source's call; nt = not tested or not shown; [ ] = remark or other dose. A portion of the library. The share of hits here may be higher or lower than overall.

SMILES	SUMO HTRF inh	MEKK3 PB1 HTS	IDE cell inh	M18AAP inhibitor	MEKK2mut PB1 HTS	MEKK2 WT-MEK5	p-CIP stab down	NALP1 inh	IDE cell activ
Cc1ccc(C)c(NC(=S)N(C)CCc2ccccn2)c1	-14	101	-2	4	-2	98	-19	20	0
Cc1ccc(C)c(NC(=O)CSc2ccc(-c3ccco3)nn2)c1	10	108	8	-2	25	114	-12	22	5
CN1CCN(S(=O)(=O)c2ccc(NC(=O)c3ccc(Br)s3)cc2)CC1	8	114	7	-1	13	138*	0	4	6
OC(Cc1nc2ccccc2[nH]1)c1ccccc1Cl (stereo not given)	1	98	2	-3	4	99	-10	26	2
Cc1ccccc1C(=O)Nc1c(C(=O)N2CCN(C)CC2)cnn1-c1ccccc1	-7	96	1	0	-5	96	-2	13	3
Nc1c(-c2ccc(Cl)cc2)cnc2c(-c3ccccc3)cnn12	20	104	2	1	4	101	1	0	4
CCN(CC)CCOC(=O)c1ccc(Cl)cc1	18	106	1	-16	7	107	-4	14	-1
CCCNC(=O)Cn1cccc1C(=O)c1ccccc1	12	105	-2	0	4	103	-7	2	5
Cc1cccc(N2CCN(C(=O)C(Cc3ccccc3)NC(N)=O)CC2)c1C (stereo not given)	14	106	5	-1	6	107	-21	7	5
COc1ccc(S(=O)(=O)N2CCN(C(=O)c3ccc(C)o3)CC2)cc1	-13	102	1	1	-2	102	-1	6	-1
O=C(CN(c1ccc(F)cc1)S(=O)(=O)c1ccccc1)NCCSC1CCCCC1	-8	103	-9	-9	-1	106	4	31	1
COc1cc(C2C(C(=O)c3ccco3)=C(O)C(=O)N2c2cc(C)on2)ccc1OCc1ccccc1 (stereo not given)	-5	100	1	2	-4	96	-17	13	nt
CSc1nc2ccc(NS(=O)(=O)c3ccc(Cl)s3)cc2s1	0	109	1	3	4	112	1	18	7
CCSc1nc2sc3c(c2c(=O)n1C1CCCCC1)CCN(C)C3	28	nt	nt	nt	nt	nt	-25	6	2
O=C(COc1nsnc1N1CCOCC1)Nc1ccc(Cl)cc1	2	102	1	-4	0	102	-6	12	2
COc1ccc(C2C(C(=O)C(C)(C)C)=C(O)C(=O)N2Cc2ccccc2)cc1 (stereo not given)	3	102	0	2	-2	98	2	26	7
CC1(OC(=O)C2CCCC2)C(=O)C=C2C=C(c3ccsc3)N(Cc3ccccc3)C=C2C1=O (stereo not given)	20	111	4	nt	2	118	1	nt	3
CNC(=O)c1c(C)[nH]c(=S)c(C#N)c1-c1ccco1	14	56	0	27	-23	62	2	-1	2
Clc1ccccc1-c1nc(-c2ccc(Br)o2)no1	15	87	4	1	-3	91	-4	-87	-1
C=CCNc1ccc(N2C(=O)CCCC2=O)cc1[N+](=O)[O-]	-4	105	-2	-2	8	104	0	-3	0
O=C(CN(C1CCCCC1)S(=O)(=O)c1ccccc1)NCc1ccco1	25	97	-3	-7	-3	96	-8	-18	0
O=C(COC(=O)CCc1ccc(S(=O)(=O)N2CCOCC2)cc1)NC(=O)NC1CCCCC1	-4	96	-6	-7	-9	87	10	-2	2
Cc1ccc(S(=O)(=O)NCC(=O)NC2CCCC2)cc1	-3	93	nt	-4	3	104	6	9	1
COc1ccccc1CNC(=O)C1CCC(CNC(=O)[C@@H]2Cc3ccccc3CN2)CC1 (stereo not given in full)	-5	97	-1	4	-1	104	0	13	5
O=C(NC1CC2CCC1C2)C1CCN(S(=O)(=O)c2ccc(-c3nn[nH]n3)cc2)CC1 (stereo not given)	22	102	5	-1	0	101	-7	-20	9
Cc1cnc([N+](=O)[O-])n1CCOC(=O)NC(=O)c1ccc(F)cc1	2	103	2	2	-5	101	9	7	7
CCN1CCCc2cc(CN(CCN3CCOCC3)C(=S)Nc3cc(F)cc(F)c3)ccc21	-21	104	3	7	1	103	-2	8	3
COc1cc(C2CC(=O)Nc3cc(C)c(C)cc32)cc(OC)c1OC (stereo not given)	16	99	3	-9	-2	101	-12	20	1
O=C(c1ccc(CN2CCOCC2)cc1)N1CCN(c2ccccc2)CC1	-56	100	1	7	4	100	5	-52	4
O=C(c1ccccc1NS(=O)(=O)c1ccc(F)cc1)N1CCCC1	0	102	0	-10	-2	101	6	-9	-5
Nc1nn(-c2ccccc2)c(N)c1N=Nc1ccccc1F	-13	129*	0	5	0	102	-7	43	3
CCOC(=O)/C=C1\SCC(=O)N1CC(=O)c1ccc[nH]1	16	116	3	10	15	90	0	7	-1
COc1ccc(C)cc1NC(=O)CCc1c(C)nn(-c2ccc(N3CCCCC3)nn2)c1C	16	102	4	-6	1	108	-18	-3	-1
O=C(N/N=C/c1cc(Br)cs1)c1ccc2c(c1)OCCO2	15	102	0	-2	1	99	-8	0	nt
CC(=O)Nc1cccc(C(=O)N2CCN(Cc3ccccc3)CC2)c1	-1	-1.0*[inhibitor]	7	3	-21	-1.0*[inhibitor]	-11	-1	4
Cc1cc(C)c(Nc2ncnc(N)n2)c(C)c1	8	92	-1	3	-6	88	0	12	5
Cc1ccsc1/C=N/N1CCN(C2c3ccccc3-c3ccccc32)CC1	-11	82*[inhibitor]	-3	-7	-8	91	-4	-15	-2
O=C(CSc1nc(C2CCCCC2)nc2ccccc12)NCc1ccc2c(c1)OCO2	-7	99	-1	-8	-2	97	0	23	-1
O=C(CNCC1CCCCC1)Nc1cccc(S(=O)(=O)N2CCOCC2)c1	12	101	3	7	-2	101	-3	16	-2
O=C(c1ccccc1)c1ccc(OCCCCN2CCCCC2)cc1	9	96	12	17	1	104	-5	3	6
O=C1CCC(C(=O)N2CCCCO2)CN1Cc1cccc(C(F)(F)F)c1 (stereo not given)	7	97	nt	3	-2	97	-19	1	-3
CCOc1ccc(-c2nn(-c3ccccc3)cc2/C=C(\C#N)S(=O)(=O)c2ccccc2)cc1C	22	97	2	1	0	97	-8	12	4
CC(C)On1c(SCC(=O)N(C)C)nc2ccccc2c1=O	9	91	-5	-2	-18	97	-6	12	nt
CCOC(=O)/C(C#N)=C/C=C1\C=Cc2ccccc2N1CC	21	112	12	2	0	104	-40	20	-33
Cc1c(Br)c([N+](=O)[O-])nn1CC(=O)NCCc1c[nH]c2ccccc12	-6	98	-1	-8	-4	98	12	3	-1
Cc1cccc(N2CCN(S(=O)(=O)c3ccc(-c4cc(C)no4)s3)CC2C)c1 (stereo not given)	0	97	5	-1	-5	99	0	13	0
Cc1cccc(/C=N/NC(=O)NC2CCCCC2)c1	-11	99	-1	-5	-2	102	-18	25	8
O=C1CCN(C(=O)Nc2cccc(Cl)c2)N1	11	100	-3	11	2	102	-3	21	-2
Cc1cccc(NC(=O)c2cc(NC(=O)c3ccccc3)ccc2N2CCCCC2)c1	22	69	8	5	-14	68	-4	2	2
O=c1[nH]cnc2ccsc12	1	111	-3	7	-3	101	3	20	1
COc1cc2c3nnc(-c4ccc(F)cc4)c-3cn(Cc3cccc(F)c3)c2cc1OC	34	39*[inhibitor]	-2	-5	-3	53	-61	-5	4
CCCC/C(C)=N/NC(=O)CN(c1ccc(Br)cc1)S(=O)(=O)c1ccccc1	6	92	-1	3	-1	95	3	2	4
COc1ccc(OC)c(Nc2nc3ccccc3n3cnnc23)c1	26	107	11	-1	-2	101	-17	nt	0
Cc1ccccc1OCC(=O)Nc1ccccc1N1CCCCC1	-34	100	1	9	-5	103	4	17	5
CCN(CC)CC(=O)Nc1ccc(C)cc1C(=O)c1ccccc1	-4	103	-7	0	3	108	-1	8	3
NNC(=S)Nc1ccc(S(=O)(=O)N2CCCCC2)cc1	8	56	-8	12	-40	63	-7	nt	3
COC(=O)c1[nH]c2ccccc2c1NC(=O)CN1CCCc2ccccc21	-7	98	-3	5	22	-2.0*	-8	28	5
COCCNC(=S)NNc1cccc(C(=O)O)c1	-9	100	-2	28	1	105	9	11	-7
O=C(CC1NC(=S)NC1=O)c1ccc(Cl)cc1 (stereo not given)	-2	104	0	1	1	98	-14	nt	5
O=[N+]([O-])c1cccc(-c2nnn(C34CC5CC(CC(C5)C3)C4)n2)c1	6	105	8	5	7	109	1	22	7
CC(C)C(NS(=O)(=O)c1cccc2nsnc12)C(=O)NC1CCCCC1C (stereo not given)	11	98	-2	-1	1	98	-9	6	5

Laid out differently: results already given
The line under a structure holds: SUMO HTRF inh	MEKK3 PB1 HTS	IDE cell inh	M18AAP inhibitor	MEKK2mut PB1 HTS	MEKK2 WT-MEK5	p-CIP stab down	NALP1 inh	IDE cell activ
O=C1CCC(C(=O)N2CCCCO2)CN1Cc1cccc(C(F)(F)F)c1 (stereo not given)
 : 7	97	nt	3	-2	97	-19	1	-3
CCOc1ccc(-c2nn(-c3ccccc3)cc2/C=C(\C#N)S(=O)(=O)c2ccccc2)cc1C
 : 22	97	2	1	0	97	-8	12	4
CC(C)On1c(SCC(=O)N(C)C)nc2ccccc2c1=O
 : 9	91	-5	-2	-18	97	-6	12	nt
CCOC(=O)/C(C#N)=C/C=C1\C=Cc2ccccc2N1CC
 : 21	112	12	2	0	104	-40	20	-33
Cc1c(Br)c([N+](=O)[O-])nn1CC(=O)NCCc1c[nH]c2ccccc12
 : -6	98	-1	-8	-4	98	12	3	-1
Cc1cccc(N2CCN(S(=O)(=O)c3ccc(-c4cc(C)no4)s3)CC2C)c1 (stereo not given)
 : 0	97	5	-1	-5	99	0	13	0
Cc1cccc(/C=N/NC(=O)NC2CCCCC2)c1
 : -11	99	-1	-5	-2	102	-18	25	8
O=C1CCN(C(=O)Nc2cccc(Cl)c2)N1
 : 11	100	-3	11	2	102	-3	21	-2
Cc1cccc(NC(=O)c2cc(NC(=O)c3ccccc3)ccc2N2CCCCC2)c1
 : 22	69	8	5	-14	68	-4	2	2
O=c1[nH]cnc2ccsc12
 : 1	111	-3	7	-3	101	3	20	1
COc1cc2c3nnc(-c4ccc(F)cc4)c-3cn(Cc3cccc(F)c3)c2cc1OC
 : 34	39*[inhibitor]	-2	-5	-3	53	-61	-5	4
CCCC/C(C)=N/NC(=O)CN(c1ccc(Br)cc1)S(=O)(=O)c1ccccc1
 : 6	92	-1	3	-1	95	3	2	4
COc1ccc(OC)c(Nc2nc3ccccc3n3cnnc23)c1
 : 26	107	11	-1	-2	101	-17	nt	0
Cc1ccccc1OCC(=O)Nc1ccccc1N1CCCCC1
 : -34	100	1	9	-5	103	4	17	5
CCN(CC)CC(=O)Nc1ccc(C)cc1C(=O)c1ccccc1
 : -4	103	-7	0	3	108	-1	8	3
NNC(=S)Nc1ccc(S(=O)(=O)N2CCCCC2)cc1
 : 8	56	-8	12	-40	63	-7	nt	3
